Statin myotox sup: protects C2C12 myotubes from simvastatin toxicity; ATP luminescence, 48 h; scaled: DMSO 0, geranylgeraniol control 100; rescue of ATP level, % at 7.49 µM; 330,000 tested, 0.78% active;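 active = mean ATP rescue above about 67%, or every replicate alone reaching that limit, limit read from the data, passing the limit was not always enough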;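 note: myotubes were challenged with 10 µM simvastatin during compound exposure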
Cneo AK release: Cryptococcus neoformans lysis via adenylate kinase release; 360,000 tested, 0.2% active; lysis activity, % at 15 µM; AID 651654; C. neoformans lysis, adenylate kinase release luminescence, 4 h; normalised: neutral wells 0, clomiphene wells 100;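 active = mean lysis activity across replicates of at least 80%, whatever share of replicates individually reach that level; inactive = mean lysis activity below 80%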
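Test system: log-phase Cryptococcus neoformans yeast cells; Quantity: yeast cell density of 5 × 10^6 cells/mL; Buffer or medium: YPD; Doses: single compound concentration per well; Timing: 4 h at 37 °C static, read 1 h later; Measured by: AK luminescence; Read-out basis: lysis from increased AK signal; Control set: Clomiphene as positive control.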
LGR2 inh: Drosophila LGR2 receptor signaling inhibition | HEK293 LGR2, CRE-luciferase, bursicon-stimulated, 4 h | inhibition, % at 9.99 µM | 380,000 tested, 0.35% active | AID 720647;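 active = drop in luminescence signal, shown as inhibition above about 50% in the replicate tests, limit read from the data, passing the limit was not always enough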;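 note: agonist challenge used bursicon conditioned medium at about half maximal strength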
ARNT-TACC3 inh: disruptors of human ARNT/TACC3 interaction; inhibition, % at 9.99 µM; AlphaScreen His-ARNT PAS-B/GST-TACC3 binding, luminescence; TACC3 fragment carries E629A point mutation; AID 623870; 390,000 tested, 0.66% active; Q9Y6A5;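 active = mean inhibition of replicates at least 50% and at least half of replicates each reaching 50%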;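 note: 0% = complete ARNT plus TACC3 wells and 100% = ARNT alone without TACC3; many hits fall short of the cut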
PGC1a acetyl inh: lowers PGC1a acetylation signal in U2OS cells; AlphaScreen anti-acetyl-lysine; with virally co-expressed GCN5 acetyltransferase; inhibition, % at 15.6 µM; 350,000 tested, 0.17% active;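 active = every replicate shows inhibition of at least 40%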;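 note: 0% = neutral control wells and 100% = positive control wells; some results beyond the cut were filed as inactive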
PAX8 inh HTS: PAX8 transcriptional activity inhibition. inhibition, % at 12.6 µM. RMG-I TPO-luciferase reporter, SteadyGlo, 24 h. 360,000 tested, 1.2% active. AID 652154;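 active = mean replicate inhibition at least 60% with every replicate also reaching 60%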;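 note: luciferase light reporting Pax8 driven TPO promoter activity; plate controls were median of neutral control wells for no effect and mitoxantrone controls for full effect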
PglD inh: blocks C. jejuni PglD acetyltransferase activity. 360,000 tested, 0.098% active. purified PglD enzyme, DTNB colorimetric CoA detection. inhibition, % at 12.5 µM. AID 602405; in the data active = inhibition above about 16%, passing the limit was not always enough; note: strong numbers were not always called active
GSIS activator: GLuc luminescence reporter in INS-1E cells, primary screen for activators of glucose-dependent secretion of insulin. activation, % at 16.6 µM. INS-1E GLuc reporter insulin secretion, 2-3 h. AID 743287. 370,000 tested, 0.61% active;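 active = lowest replicate activation of at least 40%, so every replicate reaches that level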;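 note: 0% = median of neutral control wells and 100% = median of IBMX positive control wells; some compounds called inactive have numbers as strong as hits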
* = called active by the depositor.

Screening CCOc1ccccc1OCCCC(=O)NNC(=O)c1cc(C)oc1C returned Statin myotox sup -2, Cneo AK release -1, LGR2 inh 4, ARNT-TACC3 inh -1, PGC1a acetyl inh -2, PAX8 inh HTS -1, PglD inh 2 and GSIS activator -4.
COc1cccc(/C=N/n2nnnc2N)c1OCC#N was read as LGR2 inh 11, ARNT-TACC3 inh -20, PAX8 inh HTS -7 and GSIS activator 2.
Screening CCOc1ccc(C2NCCc3cc(OC)c(OC)cc32)cc1OC (stereo unspecified) returned Statin myotox sup 15, Cneo AK release 0, LGR2 inh 3, ARNT-TACC3 inh -9, PGC1a acetyl inh -1, PAX8 inh HTS -12, PglD inh 7 and GSIS activator -22.
CC(C)CC#Cc1ccc([C@H]2[C@@H](CO)N3C(=O)CN(C(=O)Cc4cccnc4)C[C@@H]23)cc1 was read as LGR2 inh -1, PGC1a acetyl inh -16, PAX8 inh HTS -4 and GSIS activator -1.
CCC(=O)Nc1ccc2c(c1)C(=O)N(C)[C@H]1CC[C@@H](CC(=O)NCc3ccccc3)O[C@H]1CO2 was read as Statin myotox sup -1, Cneo AK release 0, LGR2 inh 1, ARNT-TACC3 inh -6, PGC1a acetyl inh 3, PAX8 inh HTS 2, PglD inh -5 and GSIS activator -6.
O=C(N/N=C/c1c[nH]c2ccccc12)c1ccn(Cc2ccc(Cl)cc2)n1 was read as Statin myotox sup 34, Cneo AK release 1, ARNT-TACC3 inh 0, PGC1a acetyl inh 8 and PglD inh -3.
For O=C1c2[nH]nc(-c3ccccc3O)c2C(c2ccccc2F)N1Cc1ccco1 (stereo unspecified) the results were Statin myotox sup 4, Cneo AK release 4, ARNT-TACC3 inh -2, PGC1a acetyl inh 0, PAX8 inh HTS 28 and PglD inh -4.
For C[C@@H]1CN([C@@H](C)CO)C(=O)c2cc(NC(=O)Nc3ccc(C(F)(F)F)cc3)ccc2O[C@@H](C)CCCCO[C@H]1CN(C)C(=O)Nc1cccc2ccccc12 the results were Statin myotox sup 6, Cneo AK release 0, LGR2 inh 2, ARNT-TACC3 inh -3, PGC1a acetyl inh 3, PAX8 inh HTS -8, PglD inh 1 and GSIS activator 5.
Screening Cc1cc(C)n2nc(C(=O)N/N=C/c3cccc(Cl)c3)nc2n1 returned Statin myotox sup 0, LGR2 inh -12, ARNT-TACC3 inh 3, PGC1a acetyl inh -10, PAX8 inh HTS -4 and GSIS activator 1.
For CC1CCN(S(=O)(=O)c2ccc3c(c2)oc(=O)n3CC(=O)N2c3ccccc3CC2C)CC1 (stereo unspecified) the results were Statin myotox sup 10, Cneo AK release 2, LGR2 inh -14, ARNT-TACC3 inh -5, PGC1a acetyl inh -3, PAX8 inh HTS 20, PglD inh 2 and GSIS activator -4.

A portion of the results above, as a working copy:
Screening Cc1cc(C)n2nc(C(=O)N/N=C/c3cccc(Cl)c3)nc2n1 returned Statin myotox sup 0, LGR2 inh -12, ARNT-TACC3 inh 3, PGC1a acetyl inh -10, PAX8 inh HTS -4 and GSIS activator 1.
For CC1CCN(S(=O)(=O)c2ccc3c(c2)oc(=O)n3CC(=O)N2c3ccccc3CC2C)CC1 (stereo unspecified) the results were Statin myotox sup 10, Cneo AK release 2, LGR2 inh -14, ARNT-TACC3 inh -5, PGC1a acetyl inh -3, PAX8 inh HTS 20, PglD inh 2 and GSIS activator -4.

(continued)
For Cc1cccc(C)c1OCCNC(=O)CCC(=O)c1ccccc1 the results were LGR2 inh 21, ARNT-TACC3 inh -1, PAX8 inh HTS 4 and GSIS activator -9.
For Cc1ccc(S(=O)(=O)N2CCC(=O)N(CCOCc3ccc(F)cc3)CC2)cc1 the results were Statin myotox sup 20, Cneo AK release 0, LGR2 inh -5, ARNT-TACC3 inh -4, PGC1a acetyl inh -10, PAX8 inh HTS 1, PglD inh 6 and GSIS activator -9.
CC(C)C#Cc1cnc2c(c1)C(=O)N([C@H](C)CO)C[C@H](C)[C@@H](CN(C)C(=O)CN1CCOCC1)O2 was read as Statin myotox sup -1, Cneo AK release -1, LGR2 inh -5, ARNT-TACC3 inh 13, PGC1a acetyl inh 8, PglD inh 1 and GSIS activator 11.
For CC(C)CC#Cc1cnc2c(c1)C(=O)N([C@@H](C)CO)C[C@@H](C)[C@H](CN(C)S(=O)(=O)c1cn(C)cn1)O2 the results were Statin myotox sup -2, Cneo AK release 3, LGR2 inh -17, ARNT-TACC3 inh 2, PGC1a acetyl inh -2, PAX8 inh HTS -1, PglD inh -1 and GSIS activator -9.
`C#CCOCCOCCOCCNc1nc(N2CCN(C(=O)[C@H](Cc3cc4ccccc4[nH]3)n3cc(C(N)CC(C)C)nn3)CC2)nc(N2CCN(C(=O)[C@H](CCC(=O)O)n3cc(C(N)[C@H](C)CC)nn3)CC2)n1` (stereo partly specified) gave Statin myotox sup 4, Cneo AK release -1, ARNT-TACC3 inh 8, PGC1a acetyl inh -2 and PglD inh 2.
Screening CCn1cc(C2=NC(C(C)C)CO2)c2ccccc21 (stereo unspecified) returned Statin myotox sup -17, Cneo AK release 2, LGR2 inh -7, ARNT-TACC3 inh -3, PGC1a acetyl inh 10, PAX8 inh HTS -11, PglD inh -2 and GSIS activator 4.
For CCOC(=O)CN1C(=O)S/C(=C\c2ccc3c(c2)OCO3)C1=O the results were Statin myotox sup 19, Cneo AK release -5, LGR2 inh -59, ARNT-TACC3 inh 2, PGC1a acetyl inh 2, PAX8 inh HTS 10, PglD inh -4 and GSIS activator 16.
For Cc1nnc(SCC(=O)NC(C)(C)C)n1NCc1cccc(Br)c1 the results were Statin myotox sup 4, Cneo AK release 3, LGR2 inh 5, ARNT-TACC3 inh -3, PGC1a acetyl inh 3, PAX8 inh HTS 8, PglD inh -1 and GSIS activator 3.
For CCCCCc1nc2c(=O)n(C)c3ccccc3c2o1 the results were Statin myotox sup 0, Cneo AK release -11, ARNT-TACC3 inh 0, PGC1a acetyl inh 15, PAX8 inh HTS -35 and PglD inh 1.
`CC(C)Oc1ccc(CNC(=O)Cn2ccc3cc(S(=O)(=O)N4CCCC4)ccc32)cc1` gave Statin myotox sup 1, Cneo AK release 4, LGR2 inh 13, ARNT-TACC3 inh -2, PGC1a acetyl inh 4, PAX8 inh HTS 8, PglD inh 2 and GSIS activator -5.
CCCSc1nc2c(cnn2-c2ccccc2)c(=O)[nH]1 was read as Cneo AK release -1, LGR2 inh -27, ARNT-TACC3 inh -5, PGC1a acetyl inh 2, PAX8 inh HTS 3, PglD inh -5 and GSIS activator 14.
Cc1ccc(C)c(OCc2cc(C(=O)N3CCN(c4ccccc4C)CC3C)no2)c1 (stereo unspecified) was read as Cneo AK release 1, LGR2 inh 4, ARNT-TACC3 inh 0, PGC1a acetyl inh -1, PAX8 inh HTS -40, PglD inh -6 and GSIS activator -22.
CCCNC(=O)Nc1ccc2c(c1)C(=O)N(C)C[C@H](OC)[C@H](C)CN(CC1CCCC1)[C@@H](C)CO2 was read as Statin myotox sup 0, LGR2 inh -4, PGC1a acetyl inh 44* and GSIS activator 16.
Screening COc1ccc(Cn2c(N)c(S(=O)(=O)c3cccs3)c3nc4ccccc4nc32)cc1 returned Statin myotox sup 8, Cneo AK release -2, ARNT-TACC3 inh -10, PGC1a acetyl inh -1, PAX8 inh HTS 7 and PglD inh 3.
Screening O=C(C[C@H]1CC[C@H](NC(=O)c2cccc(F)c2)[C@H](CO)O1)NCc1ccc(Oc2ccccc2)cc1 returned Statin myotox sup -11, Cneo AK release -3, LGR2 inh 2, ARNT-TACC3 inh -15, PGC1a acetyl inh -8, PAX8 inh HTS 31, PglD inh 1 and GSIS activator -33.
For Cc1cc(C)c(NC(=O)C2c3ccccc3Oc3ccccc32)c(C)c1 the results were Statin myotox sup 3, LGR2 inh 7, ARNT-TACC3 inh -17, PGC1a acetyl inh 4, PAX8 inh HTS -3 and GSIS activator 17.
For COc1cccc(CN(C)C(=O)c2cccc(S(=O)(=O)Nc3cccc(C)c3)c2)c1OC the results were Statin myotox sup -17, LGR2 inh -4, ARNT-TACC3 inh 6, PAX8 inh HTS 15 and GSIS activator -24.
For CC[C@@H](C)[C@@H]1CN([C@@H](C)CN2CCC[C@H]2CN2C(N)=NC[C@H]2CC(C)C)C(=N)N1CCCC1CCCC1 the results were Statin myotox sup -5, Cneo AK release 1, LGR2 inh 4, ARNT-TACC3 inh 1, PGC1a acetyl inh 4, PAX8 inh HTS 16, PglD inh 1 and GSIS activator 24.
CCOc1ccc(N2C(=O)CC(Sc3nc(CC(C)C)ccc3C#N)C2=O)cc1 (stereo unspecified) was read as LGR2 inh 0, ARNT-TACC3 inh 7, PGC1a acetyl inh 7, PAX8 inh HTS -15 and GSIS activator -10.
Screening COc1ccccc1NC(=O)c1cc2cc(Br)ccc2oc1=N returned Statin myotox sup 4, Cneo AK release -2, LGR2 inh 6, ARNT-TACC3 inh 42, PGC1a acetyl inh 3, PAX8 inh HTS -52, PglD inh 4 and GSIS activator 2.
Screening CS(=O)(=O)N(CC(=O)N1CCN(c2ccccc2)CC1)c1ccccc1Cl returned Statin myotox sup -3, Cneo AK release 8, ARNT-TACC3 inh 2, PGC1a acetyl inh 18 and PglD inh 2.
`CC(=O)Nc1cccc(Oc2cnc3ccccc3n2)c1` gave Statin myotox sup -9, Cneo AK release -2, ARNT-TACC3 inh -1, PGC1a acetyl inh 8, PAX8 inh HTS -33 and PglD inh -6.
For Cc1noc(C)c1S(=O)(=O)Nc1ccc2c(c1)C(=O)N([C@H](C)CO)C[C@@H](C)[C@H](CN(C)Cc1ccc(Cl)c(Cl)c1)OCCCC[C@@H](C)O2 the results were Statin myotox sup -69, Cneo AK release 0, LGR2 inh 10, ARNT-TACC3 inh 14, PGC1a acetyl inh -5, PAX8 inh HTS 75*, PglD inh 2 and GSIS activator -16.
Screening CCS(=O)(=O)Nc1ccc2c(c1)C(=O)N(C)[C@@H]1CC[C@@H](CC(=O)NCc3ccccc3F)O[C@H]1CO2 returned Statin myotox sup 17, Cneo AK release -5, LGR2 inh -9, ARNT-TACC3 inh 1, PAX8 inh HTS -25, PglD inh 6 and GSIS activator 14.
Screening Cc1ccccc1N/N=C/c1c(C)nc2ccccn12 returned Statin myotox sup 1, Cneo AK release 3, LGR2 inh -20, ARNT-TACC3 inh 11, PAX8 inh HTS 22, PglD inh 3 and GSIS activator 5.
For CCOC(=O)C1=C(COC(=O)c2ccccc2OC)NC(=O)NC1C (stereo unspecified) the results were Statin myotox sup -4, Cneo AK release -1, LGR2 inh -8, ARNT-TACC3 inh 0, PGC1a acetyl inh -2, PAX8 inh HTS -23, PglD inh -8 and GSIS activator 36.
`O=C(/C=C/c1cccc([N+](=O)[O-])c1)NCCSCc1c(Cl)cccc1Cl` gave Statin myotox sup 6, Cneo AK release -5, LGR2 inh -9, ARNT-TACC3 inh -6, PAX8 inh HTS 1, PglD inh 3 and GSIS activator -11.
Screening CSc1cccc(NS(=O)(=O)c2ccc(F)cc2)c1 returned Statin myotox sup 1, Cneo AK release 0, ARNT-TACC3 inh -3, PGC1a acetyl inh -48, PAX8 inh HTS 7 and PglD inh -5.
Cc1ccnc(NC(=O)CCC(=O)N(CC(=O)NC2CCCCC2)CC2CCCO2)c1 (stereo unspecified) was read as Statin myotox sup 9, Cneo AK release -4, ARNT-TACC3 inh 1, PGC1a acetyl inh 0 and PglD inh 1.
For C[C@@H]1CCCCO[C@@H](CN(C)S(=O)(=O)c2ccccc2)[C@H](C)CN([C@H](C)CO)C(=O)c2cc(NC(=O)Cc3ccccc3)ccc2O1 the results were Cneo AK release -4, LGR2 inh -6, ARNT-TACC3 inh -8, PGC1a acetyl inh 34, PAX8 inh HTS -15, PglD inh 1 and GSIS activator -29.

Source: PubChem (Broad Institute)
